Screens as filed in PubChem.
CHRM5 antagonist: CHRM5 antagonism in calcium assay. P08912. CHO-hM5 cells, Fluo-8 calcium fluorescence, ACh EC80. inhibition, % at 3 µM. 360,000 compounds, 0.59% hits. AID 624040;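 active = inhibition above a per-plate cutoff, the mean of that plate's test compounds plus 3 SD, cut at about 27% in these data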;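 note: 0% = acetylcholine EC80 with DMSO and 100% = DMSO without agonist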
Target sequence (P08912 whole entry, looked up): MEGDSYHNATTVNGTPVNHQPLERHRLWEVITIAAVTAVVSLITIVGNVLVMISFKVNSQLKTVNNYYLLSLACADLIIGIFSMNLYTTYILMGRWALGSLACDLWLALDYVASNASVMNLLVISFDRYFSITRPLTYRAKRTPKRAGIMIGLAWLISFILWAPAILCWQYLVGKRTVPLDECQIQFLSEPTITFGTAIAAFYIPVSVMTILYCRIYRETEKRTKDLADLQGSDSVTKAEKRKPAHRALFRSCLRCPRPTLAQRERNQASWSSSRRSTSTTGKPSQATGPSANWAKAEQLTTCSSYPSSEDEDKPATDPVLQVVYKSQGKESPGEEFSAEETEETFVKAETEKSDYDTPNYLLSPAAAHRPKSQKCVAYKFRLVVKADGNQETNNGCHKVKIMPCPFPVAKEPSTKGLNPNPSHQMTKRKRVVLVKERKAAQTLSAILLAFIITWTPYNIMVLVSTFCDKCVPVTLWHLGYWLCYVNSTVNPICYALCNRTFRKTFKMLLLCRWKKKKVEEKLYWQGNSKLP
CHRM4 PAM: CHRM4 positive allosteric modulation. CHO-K1 hM4/Gqi5, Fluo-8 calcium fluorescence, ACh EC20; 0% = ACh EC20, 100% = maximal ACh. activation, % at 3 µM. 360,000 compounds, 0.4% hits. AID 624126;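 active = activation above its plate's cutoff, the mean activation of sample wells plus 3 SD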; note: some results filed as inactive read as strong as hits
TAAR1 agonist: human TAAR1 agonism; CHO RD-HGA16 TAAR1, Fluo-8 calcium fluorescence; vehicle wells 0%, saturating PEA agonist 100%; activation, % at 3 µM; 360,000 compounds, 0.99% hits;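 active = activation above the mean activation of all test compounds in the run plus 3 SD, cut at about 38% in these data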
Target sequence (Q96RJ0 whole entry, looked up): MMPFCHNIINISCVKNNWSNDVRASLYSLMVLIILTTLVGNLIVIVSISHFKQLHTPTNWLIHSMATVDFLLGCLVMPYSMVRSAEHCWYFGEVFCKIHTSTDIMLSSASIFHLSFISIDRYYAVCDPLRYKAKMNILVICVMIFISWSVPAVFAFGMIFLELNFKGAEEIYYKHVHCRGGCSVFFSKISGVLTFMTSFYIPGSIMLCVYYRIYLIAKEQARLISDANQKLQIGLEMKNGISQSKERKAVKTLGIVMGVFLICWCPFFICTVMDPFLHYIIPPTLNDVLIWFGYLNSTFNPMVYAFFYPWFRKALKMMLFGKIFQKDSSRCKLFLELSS
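System: CHO-derived RD-HGA16 cells with stable Gα16 and human TAAR1 / Times: 17-24 h plating, Fluo-8 75 min 37 °C, 30 min RT / Technique: calcium-sensitive Fluo-8 signal, excitation 470-495, emission 515-575 nm / Measure: % activation relative to PEA EC100 response / Benchmarks: DMSO and PEA EC100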
CRFR2-BP ag: agonists of human CRF-binding protein/CRF-R2 receptor complex; HEK293 CRF-R2/CRF-BP, calcium dye fluorescence (FLIPR); percent of saturating CRF peptide response; activation, % at 13.2 µM; 350,000 compounds, 0.46% hits;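 active = activation of at least 50%, plus an integration ratio under a set limit after plate pattern correction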;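 note: plate controls were neutral control wells without compound for no effect and CRF at EC100 for full effect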
M1 PAM parental: counter-screen for M1 PAMs: effect in parental CHO-K1 cells | activation, % at 3 µM | ATP EC20, Fluo-8 calcium fluorescence; 0% at ATP EC20, 100% at ATP max | 360,000 compounds, 0.02% hits | AID 602247;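 active = activation above the run cutoff, the mean activation of all test compounds plus 3 SD, cut at about 40% in these data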;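 note: peak over basal fluorescence ratio in a 140 s read after ATP addition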
M5 ag: CHRM5 agonism in calcium assay; P08912; CHO-K1 hM5 cells, Fluo-8 calcium fluorescence; 0% DMSO wells, 100% maximal acetylcholine response; activation, % at 3 µM; 360,000 compounds, 0.19% hits;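 active = activation above the run's mean over test compounds plus 3 SD, cut at about 23% in these data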;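 note: signal is peak over basal fluorescence ratio across the kinetic read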
TAAR1 antag: antagonists of human TAAR1; Q96RJ0; CHO RD-HGA16 TAAR1, Fluo-8 calcium fluorescence, antagonist; inhibition, % at 3 µM; 360,000 compounds, 1.5% hits; AID 624466;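 active = inhibition above a per-plate cutoff, the mean inhibition of test compounds on that plate plus 3 SD, cut at about 49% in these data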;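 note: 0% = DMSO plus EC80 beta-PEA response and 100% = DMSO alone without agonist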
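Assay system: CHO-derived RD-HGA16 cells stably expressing human TAAR1 plus Gα16. Timing: 140 s kinetic read after compound, 140 s after agonist. Technique: kinetic Fluo-8 calcium fluorescence measurement. Measure: % inhibition of agonist calcium response.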
M5 PAM: positive allosteric modulators of human muscarinic M5 receptor. CHO-K1 hM5, Fluo-8 calcium, ACh EC20 PAM; 0% = ACh EC20, 100% = ACh EC100. activation, % at 3 µM. 360,000 compounds, 0.3% hits;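 active = activation above the run cutoff, the mean activation of all test compounds plus 3 SD, cut at about 18% in these data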
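Measured by: Fluo-8 calcium fluorescence; material: human M5 receptor in CHO-K1 cells; schedule: Post-acetylcholine fluorescence recording 140 s; benchmarks: low control EC20 acetylcholine (0%), high control EC100 acetylcholine (100%); read-out: Max/basal fluorescence ratio as % of EC20–EC100 ACh window; compound: single dose, 3 µM nominal final test concentration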
CRFR2-BP antag: CRF-BP/CRF-R2 complex antagonism; HEK293 CRF-R2/CRF-BP, CRF-induced calcium fluorescence; inhibition, % at 11.8 µM; 350,000 compounds, 0.59% hits; AID 588475;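 active = inhibition of the ligand-induced calcium signal above about 50% at the single tested concentration, limit read from the data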
Starred values were filed as active, the others as inactive; nt = not tested or not shown; & = joins results of further samples. The order is random; overall some 4.2% were active at least once.

SMILES | CHRM5 antagonist | CHRM4 PAM | TAAR1 agonist | CRFR2-BP ag | M1 PAM parental | M5 ag | TAAR1 antag | M5 PAM | CRFR2-BP antag
Cn1c(=O)cc(OCCCC(=O)NCc2ccco2)c2ccccc21 | 2 | -1 | 15 | 1.2 | -6 | -2 | -14 | 1 | -8
CCCNC(=O)COc1ncnc2sc(C)c(C)c12 | -4 | 11 | 7 | -1.4 | 9 | -1 | -17 | 2 | -2
O=c1c2ccccc2n(Cc2ccc(F)cc2)c(=O)n1C1CCCC1 | 4 | -1 | 9 | 7.8 | 8 | -2 | 0 | -3 | 81*
CCN(Cc1ccccc1)C(=O)CCS(=O)(=O)c1cc2c(cc1Cl)NC(=O)CO2 | 0 | 4 | 4 | 2.6 | 20 | 2 | -16 | -5 | 6
O=C(NNc1ncnc2ccccc12)c1cccc(Cl)c1 | 3 | -5 | 2 | -0.9 | 12 | -3 | -12 | -1 | -5
Cc1cc(NC(=O)c2cccc3c2C(=O)N(C2CCCCC2)C3)ccc1Br | 1 | 4 | nt | 1.4 | -6 | -2 | nt | 5 | -4
CCCCCCCC(=O)NC1=NC(=O)C(C)(C)S1 | 4 | -1 | 6 | -8.0 | -5 | 0 | -27 | 4 | -18
C/C(N)=C(/C#N)C(=O)COC(=O)c1cc(-c2ccc(Br)cc2)nc2ccccc12 | 25&-3 | -4&5 | 3&3 | 2.3&1.9 | 1&21 | 4&-2 | -5&38 | -17&2 | 4&-6
Cc1ccc(N2CC(C(=O)N3CCN(c4ccccc4)CC3)CC2=O)cc1 (stereo unspecified) | 2 | 4 | 2 | -2.1 | 29 | 2 | 4 | -4 | 10
CC(C)(C)NS(=O)(=O)c1ccc(CCC(=O)NCc2ccco2)cc1 | -4 | 15 | 3 | -0.5 | -7 | 3 | 8 | 8 | -9
CC1=C(C(=O)NCc2ccco2)C2(CCC(C)CC2)OC1=O (stereo unspecified) | -4 | 1 | 1 | -1.3 | 17 | 2 | -5 | 1 | 3
COc1ccc(-c2cnnn2-c2ccc([N+](=O)[O-])cc2)cc1 | 4 | 0 | -2 | 0.1 | -6 | -4 | -3 | -5 | 10
Cc1ccnc(NC(=S)NC(=O)/C=C/c2ccco2)c1 | -6 | 7 | 7 | -0.7 | 2 | 0 | 10 | 0 | 27
CC[C@H](C)[C@H](NC(=O)OCc1ccccc1)C(=O)Nc1ccc(NC(C)=O)cc1 | 3 | 2 | 2 | 4.3 | 11 | -5 | 4 | 0 | 3
CCC(=O)N1CCC1(C)C(=O)Nc1ccc2nc(C)ccc2c1 (stereo unspecified) | -5 | 3 | 4 | nt | 13 | 1 | -18 | -1 | nt
Cc1cc(=O)oc2cc(OCc3nnc(-c4ccccc4Br)o3)ccc12 | -23 | 5 | 43* | -1.4 | 13 | 13 | 22 | 15 | -35
C[C@@H]1CN([C@@H](C)CO)C(=O)CCCn2nncc2CO[C@@H]1CN(C)C(=O)Nc1ccc2c(c1)OCO2 | -11 | 8 | 0 | 3.4 | 12 | 0 | -2 | 3 | 2
O=C(CC1C(=O)NCCN1CC1CCCCC1)NCCc1ccc(F)cc1 (stereo unspecified) | 0 | -6 | 45* | 0.1 | 15 | -2 | -17 | -4 | 1
COc1ccc(C(=O)NCCS(=O)(=O)N2CCCCCC2)cc1 | 1 | 16 | 0 | -1.4 | 5 | 2 | 3 | 1 | 15
COc1ccccc1CCn1cnc(-c2ccc(Br)cc2)c1C(C)C | 1 | -7 | 45* | nt | 9 | -6 | 36 | -6 | nt
O=C1CC(CCC(=O)NC2CC2)c2ccccc2N1 (stereo unspecified) | -7 | -2 | 12 | 0.9 | 15 | -2 | 9 | -3 | 5
CC(C)c1ccc(C(C(=O)NC(C)(C)C)N(C(=O)CNC(=O)c2ccco2)c2cccnc2)cc1 (stereo unspecified) | 0 | -5 | 2 | -1.2 | 15 | -7 | -7 | -18 | 9
NC(=O)c1cc2cc(Cl)ccc2oc1=Nc1cccc(C(F)(F)F)c1 | 4 | 0 | 1 | -1.3 | -1 | 3 | -21 | -1 | -1
CCCn1c(CCC(=O)O)ccc1-c1cccs1 | 1 | 0 | -1 | -1.8 | 7 | -3 | 9 | 3 | 18
COc1cc(C(=O)Nc2nnc(CC(C)(C)C)s2)c([N+](=O)[O-])cc1OC | -4 | -3 | 3 | -0.7 | -15 | 4 | -15 | 5 | -12

Next compounds follow.
SMILES | CHRM5 antagonist | CHRM4 PAM | TAAR1 agonist | CRFR2-BP ag | M1 PAM parental | M5 ag | TAAR1 antag | M5 PAM | CRFR2-BP antag
COC(=O)c1ccc(NC(=S)Nc2ccccc2)cc1 | 3 | 1 | 3 | -0.7 | 16 | 2 | -6 | -5 | -4
COC(=O)c1cc(S(=O)(=O)N2CCN(c3ccccc3)CC2)c[nH]1 | 6 | -2 | 2 | -4.5 | 11 | 4 | 7 | -3 | -7
CCc1nc(C)cn1S(=O)(=O)c1ccc([N+](=O)[O-])cc1 | 9 | -1 | 3 | -0.8 | 2 | 2 | 3 | 2 | -1
COCCNC(=O)CN1CCC(NC(=O)C(C)(C)C)CC1 | -3 | 9 | 6 | -0.6 | 9 | -4 | 0 | -2 | 4
O=C(N/N=C/c1ccc(OC(F)F)cc1)C1=COCCO1 | -8 | -4 | 4 | -0.3 | 17 | 1 | -9 | 4 | 3
Cc1c(C(=O)N2CCN(c3ccccn3)CC2)oc2c(F)cccc12 | 5 | -3 | 5 | -0.8 | 12 | 4 | -6 | 1 | -30
Cc1oc2c(c(C)cc3oc(=O)c(CC(=O)NCCCO)c(C)c32)c1C | 8 | 7 | 2 | 0.4 | 21 | -5 | -15 | 0 | 0
COc1cc(/C=N/NC(=O)C2(O)c3ccccc3-c3ccccc32)ccc1O | -12 | 11 | 1 | -0.6 | -11 | 3 | -4 | 4 | -51
COc1ccc(NC(=O)CN(C)C(=O)c2cnc(Cl)c(Cl)c2)cc1 | 0 | 1 | 2 | -1.0 | 13 | -3 | 2 | 4 | 8
COc1cc2cc(CCCO)oc(=O)c2cc1OC | 8 | 7 | 8 | -3.6 | 9 | 2 | -4 | 3 | -12
CN1CCN(C2CCCCC2NS(=O)(=O)c2ccc(Cl)cc2)CC1 (stereo unspecified) | -8 | 3 | nt | -0.5 | -5 | -9 | nt | 1 | -2
O=C(/C=C/c1cccc(C(F)(F)F)c1)NNC(=O)c1ccncc1 | -1 | 9 | 0 | 1.2 | 0 | 0 | 0 | 4 | -9
Nc1nc(NCCCN2CCOCC2)nc(Nc2ccccc2F)c1[N+](=O)[O-] | 16 | 4 | 6 | -6.7 | 18 | -4 | -26 | -3 | -30
CC(CN1CCCCC1)c1ccccc1 (stereo unspecified) | 2 | -2 | 3 | 1.3 | 2 | -22 | -1 | 0 | 1
O=C(COc1coc(CN2CCN(c3ccc(F)cc3)CC2)cc1=O)Nc1ccccc1 | 14 | 2 | 2 | 3.8 | -23 | 1 | 2 | -7 | 5
COc1ccc2oc(C(=O)OCC(=O)N3CCCC(C)C3)c(C)c2c1 (stereo unspecified) | -4 | 1 | 6 | 0.6 | 17 | -4 | -18 | 2 | 2
CC(=O)N(Cc1cc2ccccc2[nH]c1=O)c1ccc(C)cc1 | -1 | -2 | 9 | 5.0 | 7 | 3 | -3 | 3 | -16
COc1ccc(OC)c(Nc2ncnc3c2cnn3-c2cccc(C)c2)c1 | 4 | -6 | -4 | 0.3 | 26 | -2 | -16 | -2 | -21
CCC(C)NC(=O)C1CCC(=O)N(c2ccc3c(c2)OCO3)C1c1ccc(OC)cc1 (stereo unspecified) | 3 | -7 | 1 | 2.3 | 9 | 1 | -2 | 0 | -4
Cc1ccc(-c2nnn(CC(=O)N(CC(=O)NC3CCCCC3)c3cnc4ccccc4c3)n2)o1 | -1 | 0 | 13 | -0.5 | 13 | 0 | -11 | -2 | -1
CCc1c(C)[nH]n(-c2nc(-c3ccccc3)cs2)c1=O | 3 | -3 | 11 | -3.4 | 17 | 0 | -2 | -6 | 10
OCCCN=c1cc(-c2ccccc2)oc2ccc(Cl)cc12 | -3 | 7 | 2 | -2.9 | 11 | -1 | -8 | 0 | 0
O=C(Cn1cnc([N+](=O)[O-])n1)N/N=C/c1cc(Cl)ccc1O | -5 | 1 | 22 | -2.4 | -1 | -2 | -6 | 0 | 5
O=C(C1=C(O)C(=O)N(CCOCCO)C1c1cccs1)c1cccs1 (stereo unspecified) | 0 | 0 | 0 | 0.0 | 6 | 1 | 0 | -4 | 8
O=C(NCc1ccc2c(c1)OCO2)c1ccc(S(=O)(=O)C(F)F)cc1 | 2 | -5 | 3 | -1.6 | 2 | 1 | 26 | -1 | 5

The list goes on:
SMILES | CHRM5 antagonist | CHRM4 PAM | TAAR1 agonist | CRFR2-BP ag | M1 PAM parental | M5 ag | TAAR1 antag | M5 PAM | CRFR2-BP antag
Fc1ccc(Cl)cc1/C=N/n1cnnc1SCc1ccccc1 | 2 | 8 | 22 | -4.6 | 7 | -2 | -1 | 0 | -2
CCOC(=O)c1cnc(-c2ccccc2)nc1Oc1cccc(Cl)c1 | 5 | 1 | 18 | 1.4 | 0 | -1 | -3 | -6 | -1
CCNc1ccc(C(=O)OCC)cc1NC(=O)c1cccc(N(C)C)c1 | 5 | 1 | 8 | -1.2 | -12 | -1 | 5 | -6 | 18
CCCCCCCCCC(=O)N/N=C(\C)c1cccnc1 | 8 | 2 | 0 | -0.9 | 13 | -8 | 13 | 1 | -17
COc1ccc2[nH]c(=O)c(CN(CCO)C(=O)NCc3ccccc3)cc2c1 | 0 | 9 | -1 | 0.3 | 2 | 1 | 35 | -3 | 8
CC(=O)c1ccc(NC(=O)CSc2nc(=O)n(CCN3CCOCC3)c3c2CCC3)cc1 | 13 | 6 | 1 | -0.2 | 11 | 1 | -5 | -9 | -3
COc1ccc(CCN2C(=O)CC(NC34CC5CC(CC(C5)C3)C4)C2=O)cc1OC (stereo unspecified) | 3 | -7 | 1 | -0.4 | 13 | 3 | -19 | -12 | 3
O=P(OC1CCCCC1)(OC1CCCCC1)C(O)c1c(Cl)cccc1Cl (stereo unspecified) | -2 | 13 | 17 | 3.2 | 2 | 1 | -3 | -2 | -20
O=C(COC(=O)c1ccc[nH]c1=O)NCCc1ccc(Cl)cc1Cl | 8 | 23 | 6 | -3.2 | 6 | -2 | -12 | 2 | 7

2 entries from above, field by field.
> O=P(OC1CCCCC1)(OC1CCCCC1)C(O)c1c(Cl)cccc1Cl (stereo unspecified)
  CHRM5 antagonist: -2
  CHRM4 PAM: 13
  TAAR1 agonist: 17
  CRFR2-BP ag: 3.2
  M1 PAM parental: 2
  M5 ag: 1
  TAAR1 antag: -3
  M5 PAM: -2
  CRFR2-BP antag: -20

> O=C(COC(=O)c1ccc[nH]c1=O)NCCc1ccc(Cl)cc1Cl
  CHRM5 antagonist: 8
  CHRM4 PAM: 23
  TAAR1 agonist: 6
  CRFR2-BP ag: -3.2
  M1 PAM parental: 6
  M5 ag: -2
  TAAR1 antag: -12
  M5 PAM: 2
  CRFR2-BP antag: 7
